RXFP1 agonist: RXFP1 (human) receptor agonism; Q9HBX9; HEK293T-RXFP1 cAMP TR-FRET, 30 min; response scale: percent of porcine relaxin response, buffer zero; Potency, µM (doses to about 57.5 µM), inactives show at the highest dose activation, hits mostly activators; actives 0.3% (n = 370,000); AID 2676; also: potency is read from the fitted curve at half-maximal effect; % is scaled to controls: 0 for no effect and ±100 for the full control effect; nearly all actives have a fitted effect of over 60% in size; many of its hits are not listed in these tables
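HEK293 cells stably expressing RXFP1, treated 30 min at 37C with compounds plus PDE4 inhibitor Ro 20174; cAMP measured by HTRF TR-FRET. Normalized to buffer and 29 nM porcine relaxin; EC50 by Hill fit.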
LDHA block: LDHA (human) enzyme inhibition | P00338 | purified LDHA, NADH/diaphorase-resazurin fluorescence; stronger effect = lower value | activity change, % (values are at about 110 or 230 µM) | actives 0.15% (n = 480,000); in the data active = activity change below about -30%; inconclusive = mostly about -25% to -30%;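 also: plate controls were DMSO wells for no effect and wells without enzyme for full effect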
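LDH5 2 nM; NADH 0.06 mM, pyruvate 0.2 mM; 200 mM Tris pH 7.4, EDTA, Tween-20; 5 min RT. Detection: diaphorase 0.133 mg/mL + resazurin 37 µM, fluorescence ex540/em590 at 0 and 20 min; normalized to enzyme-free and DMSO wells.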
USP1-UAF1 inh: USP1/UAF1 (human) deubiquitinase inhibition; AID 743255; recombinant USP1/UAF1, Ub-Rhodamine cleavage fluorescence; actives 0.23% (n = 390,000); Potency, µM (top dose mostly 57.1 µM), without a hit: top-dose activity change, negative = inhibition, hits mostly inhibitors; also: potency is read from the fitted curve at half-maximal effect; % is scaled to controls: 0 for no effect and ±100 for the full control effect; nearly all actives have a fitted effect of over 60% in size; inactives centre near -12
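USP1/UAF1 complex at 1 nM was preincubated with compound for 15 min at room temperature, then Ub-Rho substrate (150nM final) was added. Fluorescence (480/540 nm) was read kinetically, 6 reads every 60 seconds.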
mIDH1 inhibitor: inhibitors of human mutant IDH1 R132H | IDH1-R132H enzyme, NADPH consumption, diaphorase/resazurin fluorescence | Potency, µM (highest dose often 76.6 µM), inactives show top-dose activity change, negative = inhibition, actives largely listed as inhibitors | AID 602179 | actives 0.093% (n = 390,000); also: potency is read from the fitted curve at half-maximal effect; % is scaled to controls: 0 for no effect and ±100 for the full control effect; nearly all actives have a fitted effect of over 65% in size
Target sequence (O75874 whole entry R132H, stated change not applied): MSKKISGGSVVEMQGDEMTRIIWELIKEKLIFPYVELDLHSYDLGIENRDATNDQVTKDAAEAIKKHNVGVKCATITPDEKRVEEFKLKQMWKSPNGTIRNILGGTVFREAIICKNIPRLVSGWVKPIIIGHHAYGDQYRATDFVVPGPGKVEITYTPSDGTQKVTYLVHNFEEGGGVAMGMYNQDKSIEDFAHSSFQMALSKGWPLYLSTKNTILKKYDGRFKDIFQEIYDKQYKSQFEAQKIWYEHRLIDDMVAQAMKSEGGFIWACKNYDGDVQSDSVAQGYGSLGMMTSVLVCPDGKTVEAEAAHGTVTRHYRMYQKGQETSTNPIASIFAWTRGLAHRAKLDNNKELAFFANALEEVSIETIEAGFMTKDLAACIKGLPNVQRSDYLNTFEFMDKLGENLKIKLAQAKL
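IDH1-R132H (0.5 ug/mL dispensed) in pH 7.5 Tris buffer was preincubated 30 min with compound, then given a substrate mix of 0.016 mM NADPH and 2 mM alpha-KG for 80 min at room temperature; remaining NADPH was read by diaphorase/resazurin fluorescence.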
TrxR1 substrate: substrates of rat thioredoxin reductase 1. Potency, µM (series often up to 114 µM), for inactives: top-dose activity change, negative = substrate turnover. purified TrxR1 substrate turnover, NADPH consumption readout. actives 0.01% (n = 390,000). O89049; also: potency is read from the fitted curve at half-maximal effect; % is scaled to controls: 0 for no effect and ±100 for the full control effect; nearly all actives have a fitted effect of over 50% in size
Target sequence (O89049 whole entry, looked up): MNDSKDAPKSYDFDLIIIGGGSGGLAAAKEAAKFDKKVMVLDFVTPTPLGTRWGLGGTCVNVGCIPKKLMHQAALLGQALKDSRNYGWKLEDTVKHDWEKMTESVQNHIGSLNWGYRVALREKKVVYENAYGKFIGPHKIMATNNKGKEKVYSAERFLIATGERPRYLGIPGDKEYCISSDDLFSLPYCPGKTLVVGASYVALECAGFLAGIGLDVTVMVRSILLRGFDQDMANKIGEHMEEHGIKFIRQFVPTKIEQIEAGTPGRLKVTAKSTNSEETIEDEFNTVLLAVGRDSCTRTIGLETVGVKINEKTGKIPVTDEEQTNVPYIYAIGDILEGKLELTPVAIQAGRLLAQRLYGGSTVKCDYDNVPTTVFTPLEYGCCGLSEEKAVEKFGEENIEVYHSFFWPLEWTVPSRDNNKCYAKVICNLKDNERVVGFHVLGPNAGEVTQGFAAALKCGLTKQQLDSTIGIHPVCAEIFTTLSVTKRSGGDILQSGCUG
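Rat TrxR1, dispensed at 90 nM, was prereduced with 400 uM NADPH (final) for 5 min at ~22 deg C, then incubated with compound 15 min before 400 uM selenite. A first-read NADPH fluorescence drop versus no-compound background flagged substrates.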
Vif-A3F inh: blocks the Vif interaction with APOBEC3F; HeLa A3F-eYFP + Vif (tagged APOBEC3F with the HIV-1 protein that degrades it), YFP fluorescence increase; Potency, µM (doses to about 46.1 µM), inactives show top-dose activity, negative = active; actives 0.2% (n = 390,000); AID 602313; also: potency is read from the fitted curve at half-maximal effect; % of control where 0% means no effect; nearly all actives have a fitted effect of over 65% in size
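HeLa cells stably expressing A3F-eYFP plus Vif, plated and incubated overnight at 37 deg C, then exposed to compounds overnight at 37 deg C. Blocked degradation read as raised yellow fluorescence (Ex 488/Em 500-530).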
GRP78 ERSR act: induces the endoplasmic reticulum stress response in human glioma cells | Potency, µM, inactives show at the highest dose activation, hits mostly activators | actives 0.02% (n = 420,000) | U87-MG GRP78 promoter luciferase reporter, 16 h; also: potency is read from the fitted curve at half-maximal effect; series mostly up to about 76 µM; % of control where 0% means no effect; nearly all actives have a fitted effect of over 35% in size
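ERSR induction read as luciferase luminescence (Bright-Glo, 10 min at room temperature) in stably transfected human U87-MG glioma cells exposed to compounds for 16 h, using GRP78 as sensor.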
PI4K2A inh: PI4K2A (human) kinase inhibition; activity change, negative = inhibition, % at 76.9 µM; purified PI4K2A, ADP-Glo luminescence, 1 h; stronger effect = lower value; actives 0.13% (n = 420,000); Q9BTU6; in the data active = activity change below about -50%; inconclusive = mostly about -30% to -49%;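 also: -100% = wells without enzyme as full effect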
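ADP-Glo luminescence measured ADP generated by PI4K2A enzyme (4 ug/mL before mixing) with 1.2 mM PI substrate (pre-mix) and 300 microM ATP (pre-mix). Tris pH7.5 buffer with MgCl2, Triton X-100; 1 h reaction at ambient temperature.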
Vif-APOBEC3G blk: inhibitors of Vif-APOBEC3G interaction. Q9HC16. HeLa A3G-eYFP + Vif (tagged APOBEC3G with the HIV-1 protein that degrades it), YFP fluorescence, overnight. Potency, µM (series often up to 46.1 µM), inactives show top-dose activity, negative = active, most hits filed as inhibitors. actives 0.076% (n = 410,000). AID 602310;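 also: potency is read from the fitted curve at half-maximal effect; % is scaled to controls: 0 for no effect and ±100 for the full control effect; nearly all actives have a fitted effect of over 60% in size; hits raise eYFP signal because A3G escapes Vif-driven loss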
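HeLa cells stably expressing Vif and C-terminally eYFP-tagged A3G, seeded overnight at 37 deg C, then exposed to compound by pintool overnight at 37 deg C. Rise in yellow fluorescence (Ex 488/Em 500-530, Acumen) marks blocked Vif-driven A3G degradation.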
Numbers without * were called inactive; ? = inconclusive; / = no result given; & = joins results of further samples; [ ] = remark or other dose. Unless noted, calls follow the shape of the dose curve; as a rule, active = well fitted curve in the direction sought with a large enough effect; inconclusive = small, poorly fitted or top-dose-only effect, or another doubt; inactive = no such curve, though single readings can be large; an effect the other way counts as inactive or inconclusive. The list is partial, so the mix of outcomes need not match the whole.

1: O=C(NCCNC(=O)c1ccc(-c2cccc(Cl)c2)o1)c1cnccn1
2: COCCCNC(=O)c1ccc2c(=O)n(CC3CCCO3)c(=S)[nH]c2c1 (configuration not stated)
3: COc1cc(N2C(=O)c3ccccc3C2=O)c(Cl)cc1C(=O)OCC(=O)N(C)C
4: Cc1nn(CC(=O)Nc2ccccn2)c(C)c1[N+](=O)[O-]
5: C/C(N)=C(/C#N)C(=O)COC(=O)c1cccc(C)c1O
6: Cc1nn(Cc2noc(C(=O)NCc3ccc(F)cc3)n2)c(C)c1Br

Compound	1	2	3	4	5	6
RXFP1 agonist	/	2.8%	0.1%	3.9%	15%	-0.7%&-1.1%
LDHA block	0	-1	-1	0	0	-5&1
USP1-UAF1 inh	-19%	-6%	-4%	-15%	-24%	-7%&-4%
mIDH1 inhibitor	9%	6%	-1%	5%	2%	3%&0%
TrxR1 substrate	/	12%	-4%	8%[57.1 µM]	10%	5%&-6%[57.1 µM]
Vif-A3F inh	-9%	-1%	9%	1%	-25%	9%&-2%
GRP78 ERSR act	-1%	-6%	-1%	-2%	1%	-3%&-2%
PI4K2A inh	9	-7	4	5	-1	-6&-2
Vif-APOBEC3G blk	-8%	-5%	-1%	1%	1%	-9%&-7%

Ordered by length of the SMILES (rising): part of the list above
4: Cc1nn(CC(=O)Nc2ccccn2)c(C)c1[N+](=O)[O-]
6: Cc1nn(Cc2noc(C(=O)NCc3ccc(F)cc3)n2)c(C)c1Br
2: COCCCNC(=O)c1ccc2c(=O)n(CC3CCCO3)c(=S)[nH]c2c1 (configuration not stated)

Compound	4	6	2
RXFP1 agonist	3.9%	-0.7%&-1.1%	2.8%
LDHA block	0	-5&1	-1
USP1-UAF1 inh	-15%	-7%&-4%	-6%
mIDH1 inhibitor	5%	3%&0%	6%
TrxR1 substrate	8%[57.1 µM]	5%&-6%[57.1 µM]	12%
Vif-A3F inh	1%	9%&-2%	-1%
GRP78 ERSR act	-2%	-3%&-2%	-6%
PI4K2A inh	5	-6&-2	-7
Vif-APOBEC3G blk	1%	-9%&-7%	-5%

New compounds follow
7: O=C(O)CCN1C(=O)CC(N2C(=O)/C(=C/c3ccc(Cl)cc3)SC2=S)C1=O (configuration not stated)
8: Oc1c(Br)cc(C2N=C(c3ccccc3Cl)NO2)cc1Br (configuration not stated)
9: O=C(COc1ccc(Cl)cc1)Nc1ccc(Cc2ccncc2)cc1
10: CC1Sc2ccc(S(=O)(=O)NCc3ccccc3)cc2NC1=O (configuration not stated)
11: Cc1cc(C)c2nc(N3CCCC(C(=O)NCc4cccc(Br)c4)C3)sc2c1 (configuration not stated)
12: COc1ccc(CCNS(=O)(=O)c2ccccc2)cc1OC

Compound	7	8	9	10	11	12
RXFP1 agonist	-2.4%	-1.7%	1.5%	-0.2%	-0.3%	-0.2%
LDHA block	5	1	1	-9	2	-2
USP1-UAF1 inh	-22%	-14%	1%	-11%	-24%	-3%
mIDH1 inhibitor	1%	-3%	4%	-3%	-9%	6%
TrxR1 substrate	-9%	-6%	-9%	0%	1%	-8%
Vif-A3F inh	8%	3%	-6%	-8%	0%	4%
GRP78 ERSR act	-4%	13%	-7%	1%	-3%	-4%
PI4K2A inh	-10	-2	-1	1	-2	-3
Vif-APOBEC3G blk	-2%	2%	-6%	3%	-4%	-1%

13: COC(=O)c1ccc2c(c1)C(C)(C)C(/C=C/c1ccc(O)cc1)=[N+]2C
14: CC(CC(=O)Nc1ccc(S(=O)(=O)N2CCOCC2)cc1)c1ccccc1 (configuration not stated)
15: CCCCn1c(CNC(=O)C(C)(C)C)nc2ccccc21
16: Cc1ccc(S(=O)(=O)NC(CC(C)C)C(=O)NCc2ccco2)cc1 (configuration not stated)
17: CCCN(C(=O)c1cc(S(=O)(=O)N2CCN(CC)CC2)ccc1Cl)C1CCS(=O)(=O)C1 (configuration not stated)
18: COc1ccc(C)cc1NC(=O)COCC(=O)O

Compound	13	14	15	16	17	18
RXFP1 agonist	-0.7%	0.0%	-1.1%	0.0%	/	0.6%
LDHA block	7	-4	-2	-1	3	-6
USP1-UAF1 inh	-11%	-20%	-21%	-7%	-4%	-10%
mIDH1 inhibitor	?	5%	0%	6%	2%	3%
TrxR1 substrate	64%[activator]	6%	7%[57.1 µM]	-2%	0%	0%
Vif-A3F inh	-7%	7%	-2%	8%	-10%	-1%
GRP78 ERSR act	-12%	-2%	1%	-6%	-5%	-5%
PI4K2A inh	-22	-4	2	-2	10	3
Vif-APOBEC3G blk	?	-1%	0%	0%	4%	-4%

19: COc1cc(NC(=S)NC(=O)CCc2ccccc2)cc(OC)c1
20: Cc1onc(-c2ccccc2)c1C(=O)N1CCN(CCc2ccccc2)CC1
21: CCc1nnc(NC(=O)CS(=O)(=O)c2ccccc2)s1
22: COCCNC(=O)C1(C)CCCN(Cc2ccc(OC)cc2)C1 (configuration not stated)
23: Cc1cccc(C)c1NC(=O)CNC(=O)C(NC(=O)c1ccc(C(C)(C)C)cc1)C(C)C (configuration not stated)
24: COc1ccc(C2=CC(c3cccc(OC)c3)n3nnnc3N2)cc1 (configuration not stated)

Compound	19	20	21	22	23	24
RXFP1 agonist	-3.0%	0.1%	-0.8%	/	-0.8%	-2.1%
LDHA block	0	-4	-4	-2	-4	-5&1
USP1-UAF1 inh	-11%	2%	-15%	/	-7%	-3%
mIDH1 inhibitor	9%	-3%	18%	/	-2%	15%
TrxR1 substrate	8%	-6%	0%	/	-16%	7%[57.1 µM]
Vif-A3F inh	-13%	-2%	-19%	/	-9%	1%
GRP78 ERSR act	-6%	-3%	-4%	1%	-5%	-3%
PI4K2A inh	-3	-1	2	0	-4	-6
Vif-APOBEC3G blk	-13%	-9%	2%	3%	2%	1%

25: COc1cccc(C(C(=O)NC2CCCCC2)N(CC2CCCO2)C(=O)CNC(=O)c2ccco2)c1 (configuration not stated)
26: COc1cc(OC)cc(C(=O)N2CCN(C(=O)COc3ccc(C)cc3)CC2)c1
27: COc1ccc(NC(=O)[C@H](C)NS(=O)(=O)c2ccc(NC(C)=O)cc2)cc1Cl
28: O=C(Nc1ccccc1)Nc1nnc([C@H]2C[C@H](O)[C@@H](CO)O2)s1
29: Cc1nnc(NC(=O)CSc2nnc(CNC(=O)c3ccccc3)o2)s1
30: CCOC(=O)C1=CCC(c2ccccc2C(F)(F)F)N(S(=O)(=O)c2ccc(C)cc2)C1 (configuration not stated)

Compound	25	26	27	28	29	30
RXFP1 agonist	-1.6%	6.2%	/	/	-0.1%	/
LDHA block	2	-1	-11	-13	-2	-11
USP1-UAF1 inh	-6%	-25%	?	/	4%	/
mIDH1 inhibitor	2%	-11%	1%	/	3%	/
TrxR1 substrate	-1%	10%	/	/	-9%	/
Vif-A3F inh	-11%	1%	-6%	/	0%	/
GRP78 ERSR act	-8%	-2%	-6%	-1%	-5%	-5%
PI4K2A inh	-4	3	-2	-3	2	2
Vif-APOBEC3G blk	3%	2%	0%	-1%	0%	-14%

31: CCOC(=O)C1CCCN(C(=O)CCCn2nc(C)n3c(cc4sccc43)c2=O)C1 (configuration not stated)
32: CCOC(=O)c1c(NS(=O)(=O)Cc2ccccc2)sc2c1CCCC2
33: O=C(O)c1ccc(C2SCC(=O)N2Cc2ccccc2)cc1 (configuration not stated)
34: COc1cc(C(=O)Nc2nc(-c3cccs3)cs2)cc(OC)c1OC
35: CC1CN(CCCOc2ccccc2[N+](=O)[O-])CC(C)O1 (configuration not stated)
36: CCN(CC(=O)NCc1cccs1)C(=O)c1ccc(NS(=O)(=O)c2cccc([N+](=O)[O-])c2)cc1

Compound	31	32	33	34	35	36
RXFP1 agonist	6.3%	0.1%	0.1%	0.0%	0.1%	1.5%
LDHA block	-5	16	-1	-5	?	-4
USP1-UAF1 inh	-20%	-20%	-18%	-2%	-11%	-14%
mIDH1 inhibitor	13%	6%	2%	10%	10%	4%
TrxR1 substrate	5%[57.1 µM]	0%	-4%	18%	5%	-5%
Vif-A3F inh	-1%	-5%	-7%	-2%	-8%	4%
GRP78 ERSR act	-5%	1%	0%	1%	1%	-2%
PI4K2A inh	1	1	2	1	12	4
Vif-APOBEC3G blk	1%	-1%	2%	1%	-1%	0%

37: CCCCCc1ccc(-c2cn(Cc3ccc(C)cc3)nn2)cc1
38: C(=N\Nc1nccc(-c2cccnc2)n1)/c1ccccc1
39: C=CCn1c(SCc2cc(=O)n3ccsc3n2)nc2ccccc2c1=O
40: O=C(CN(C(=O)CCC(=O)Nc1ccccn1)c1ccc2c(c1)OCO2)NCc1ccc(F)cc1

Compound	37	38	39	40
RXFP1 agonist	-4.1%	0.0%	-1.5%	3.8%
LDHA block	-1	-2	-17	1
USP1-UAF1 inh	-22%	-5%	6%	-17%
mIDH1 inhibitor	0%	4%	5%	4%
TrxR1 substrate	2%[57.1 µM]	5%	-5%	11%[57.1 µM]
Vif-A3F inh	-3%	-16%	3%	3%
GRP78 ERSR act	-3%&0%	-10%	-2%	-6%
PI4K2A inh	-1	-19	2	-2
Vif-APOBEC3G blk	5%&-1%	-8%	3%	-4%

Compound activity deposited in PubChem BioAssay by National Center for Advancing Translational Sciences (NCATS).
